zVAD death inh: blocks zVAD induced death of L929 cells; viability rescue, % at 10 µM; hit rate 0.38% among 220,000; L929 zVAD necroptosis rescue, ATP luminescence, 24 h; with zVAD 60 µM;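 active = activation, scaled between plate controls, above about 75%, limit read from the data; inactive = activation under that limit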;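 note: 0% = zVAD with DMSO and 100% = DMSO alone without zVAD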
Thrombin inh: blocks human thrombin protease activity; P00734; alpha-thrombin, Boc-VPR-AMC fluorogenic substrate cleavage; inhibition, % at 5 µM; hit rate 0.26% among 220,000; AID 1046;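 active = inhibition at or above 40%; inactive = inhibition below 40%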;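 note: 0% = enzyme with no compound and 100% = wells without enzyme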
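signal = AMC fluorescence, 355/460 nm | material = human alpha-thrombin enzyme | control set = enzyme without compound as high, wells lacking enzyme as low | times = reaction at room temperature | read-out basis = percent inhibition scaled between no-compound controls and no-enzyme blanks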
hK5 inh: blocks human kallikrein 5 protease activity. inhibition, % at 5 µM. hit rate 0.59% among 210,000. recombinant hK5, fluorogenic AMC substrate cleavage. AID 873. Q9Y337;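 active = inhibition of 40% or more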;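 note: 0% = enzyme controls without compound and 100% = no-enzyme blanks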
Hck Nef HTS: inhibitors of human Hck kinase activated by Nef. P08631. hit rate 0.68% among 220,000. Recombinant Hck-YEEI plus Nef, Z-Lyte FRET kinase assay. inhibition, % at 20 µM;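 active = Hck-Nef kinase inhibition above about 50%, limit read from the data; inactive = inhibition below that limit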;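 note: 0% = DMSO with Hck plus Nef and 100% = Hck alone without Nef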
TNF necrop inh: inhibitors of TNF-alpha induced necroptosis in Jurkat FADD-/- cells; Jurkat FADD-/- TNF necroptosis rescue, ATP luminescence, 24 h; 0 = TNF only, 100 = no-TNF cells; activation (protection from cell death), % at 10 µM; hit rate 0.068% among 220,000;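 active = activation, meaning protection from cell death, of at least 50% relative to plate controls; inactive = activation below 50%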;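 note: necroptosis triggered by 40 ng/mL TNF-alpha added together with compound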
FXIa inh 1536: blocks human coagulation factor XIa protease activity; P03951; inhibition, % at 5 µM; AID 798; purified FXIa, Boc-Glu-Ala-Arg-AMC fluorogenic substrate; hit rate 0.14% among 220,000;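 active = inhibition of at least 40%; inactive = inhibition below 40%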;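 note: fluorescence of freed AMC excited at 355 nm; 0% = enzyme without compound and 100% = no enzyme blank; many of its hits are not listed in these tables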
Rad51 HR inh: Rad51 (human) homologous recombination inhibition | hRad51 DNA strand exchange, fluorescence dequenching | inhibition, % at 10 µM | hit rate 0.085% among 200,000 | AID 1385;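 active = inhibition above 40% at the single screening dose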;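 note: 0% = DMSO control wells and 100% = blanks with heterologous ssDNA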
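Material: human Rad51–ssDNA filaments; Probe or stimulus: labelled 47-mer dsDNA for strand exchange; Doses: single 10 µM dose; Incubation: 37 °C 15-min filament assembly, 30-min compound preincubation, 15-min exchange; Technique: FRET fluorescence dequenching, excitation 485 nm, emission 520 nm; Measure: Fluorescence-based percent inhibition, control- and blank-normalised; Benchmarks: plate control and blank wells.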
Cl transport mod: modulates chloride dependent transport by human KCC2 | KCC2 cells, thallium flux FluoZin-2 fluorescence | Q9H2X9 | B-score of Tl+ flux slope (higher = more flux/activation; lower = inhibition) at 10 µM | AID 1456 | hit rate 2.2% among 190,000;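 active = thallium flux slope and its plate-corrected score both differing from the plate sample mean at a set confidence after two filtering rounds, in either direction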;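 note: slope of fluorescence scaled to starting intensity during 10 to 20 s after thallium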
Target sequence (Q9H2X9 whole entry, looked up): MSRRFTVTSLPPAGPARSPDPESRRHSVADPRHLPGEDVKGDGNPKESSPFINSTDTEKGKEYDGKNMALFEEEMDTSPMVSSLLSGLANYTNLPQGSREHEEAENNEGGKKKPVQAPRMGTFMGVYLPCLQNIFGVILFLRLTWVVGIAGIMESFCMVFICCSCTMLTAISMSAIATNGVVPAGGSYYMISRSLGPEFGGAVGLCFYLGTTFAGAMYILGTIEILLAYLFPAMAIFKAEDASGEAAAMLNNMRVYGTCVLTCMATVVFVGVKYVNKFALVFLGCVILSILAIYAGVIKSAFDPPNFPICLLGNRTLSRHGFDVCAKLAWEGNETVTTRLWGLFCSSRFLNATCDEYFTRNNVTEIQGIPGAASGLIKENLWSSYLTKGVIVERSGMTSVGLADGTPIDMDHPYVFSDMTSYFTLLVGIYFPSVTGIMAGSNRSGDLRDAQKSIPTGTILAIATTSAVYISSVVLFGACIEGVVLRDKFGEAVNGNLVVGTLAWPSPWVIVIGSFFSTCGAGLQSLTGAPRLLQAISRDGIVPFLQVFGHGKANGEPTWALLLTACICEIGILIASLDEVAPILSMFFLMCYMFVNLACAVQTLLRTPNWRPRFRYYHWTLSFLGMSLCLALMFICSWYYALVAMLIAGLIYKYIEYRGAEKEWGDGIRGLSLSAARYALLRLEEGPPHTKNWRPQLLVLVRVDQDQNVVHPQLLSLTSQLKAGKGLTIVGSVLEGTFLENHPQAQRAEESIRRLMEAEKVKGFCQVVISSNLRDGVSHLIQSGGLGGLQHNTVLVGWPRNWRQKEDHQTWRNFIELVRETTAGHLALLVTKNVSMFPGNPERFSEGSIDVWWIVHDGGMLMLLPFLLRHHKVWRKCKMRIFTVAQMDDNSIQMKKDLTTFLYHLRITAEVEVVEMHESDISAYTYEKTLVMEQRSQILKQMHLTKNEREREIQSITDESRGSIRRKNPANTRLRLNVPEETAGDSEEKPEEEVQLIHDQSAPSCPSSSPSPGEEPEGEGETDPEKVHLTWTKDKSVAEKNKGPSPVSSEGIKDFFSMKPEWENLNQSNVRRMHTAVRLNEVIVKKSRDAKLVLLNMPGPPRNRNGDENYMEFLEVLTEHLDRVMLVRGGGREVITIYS
FXIIa inh: factor XIIa (human) inhibition; purified FXIIa, Boc-QGR-AMC fluorogenic substrate, 2 h; inhibition, % at 5 µM; hit rate 0.3% among 220,000; P00748; in the data active = inhibition above about 40%;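 note: 0% = enzyme with no compound and 100% = blank without enzyme; many of its hits are not listed in these tables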
Numbers without * were called inactive; i = inactive; / = not tested or not shown.

SMILES	zVAD death inh	Thrombin inh	hK5 inh	Hck Nef HTS	TNF necrop inh	FXIa inh 1536	Rad51 HR inh	Cl transport mod	FXIIa inh
FC(F)(F)c1nc(-c2ccncc2)ncc1-c1nnnn1-c1ccccc1	-0.1	-3	-15	2	-2.6	-2	-4	0.35	6
CC(=O)N/C(=C/c1ccc2c(c1)OCO2)C(=O)O	0.2	0	4	14	0.0	0	4	/	11
COc1cc(CNCc2cccnc2)ccc1OCC(=O)NC1CCCCC1	0.3	-1	-21	3	1.3	-12	-1	0.088	1
CNc1c([N+](=O)[O-])cnn1-c1ccccn1	-0.1	-3	-13	-13	0.7	-6	22	0.0077	-1
COc1cc2c(cc1OC)-c1cc3ccc4c(c3c[n+]1CC2)OCO4	6.3	3	-7	2	-2.8	2	-7	0.26	13
CN1CCc2c(sc3c2C(=O)NC(c2cccc(OC(=O)c4cccs4)c2)N3)C1 (stereo not drawn)	55	0	-42	24	2.3	-2	/	1.2	3
CCN(CC)c1ccc(/C=C(/C#N)c2nc3ccccc3[nH]2)c(OC(C)C)c1	2.8	-1	17	-4	-11	-5	-308	i	3
O=C(CC1Oc2ccccc2NC1=O)NCCCN1CCN(C2CCCCC2)CC1 (stereo not drawn)	1.6	/	/	13	0.9	/	-1	1.3	/
O=C(COc1ccc2ccccc2c1)Nc1nccs1	2.3	-10	-3	21	0.1	-2	-39	-0.46	4
CCNc1nc(NC(C)C)nc(N2CC(=O)N(CC(=O)OCC)C2=N)n1	/	0	-12	2	1.0	13	/	-0.083	14
O=C(NCCCNCCCNC(=O)c1ccc(/C=N/O)nc1)c1ccc(/C=N/O)nc1	0.7	-10	-4	11	4.7	-5	19	-0.94	-1
CCOc1ccc(N(Cc2cc3ccc(C)cc3[nH]c2=O)C(=O)COC)cc1	0.3	1	-14	4	-4.2	3	/	2.2	15
COc1ccc(N2CCN(C(=O)c3ccc(OCc4c(C)noc4C)c(OC)c3)CC2)cc1	0.2	3	-5	-1	-0.2	-3	-1	0.022	14
CCCN(CCC)CCCNS(=O)(=O)c1ccc2c(c1)oc(=O)n2C	0.8	0	1	-1	0.7	10	-5	-0.4	26
O=C(NCCCN1CCOCC1)C(=O)N/N=C/c1ccc(F)cc1	8.2	-6	3	23	0.5	-3	0	-1.1	12
Cc1nc(-c2ccc(NC(=O)c3cccs3)cc2)cs1	1.1	-1	2	2	-3.8	0	-12	-0.0036	11
C=C(C)Cn1c(SCC(=O)O)nnc1-c1ccccc1	0.8	-6	-5	-2	0.7	-11	-2	0.0083	-1
CCN(CC)S(=O)(=O)c1cc(NC(=O)C(C)Nc2ccccc2N2CCOCC2)ccc1C (stereo not drawn)	0.4	-1	4	-22	0.8	8	-2	0.12	10
COC(=O)c1ccc2c(=O)n(CCCCCC(=O)NC(C)C)c(=O)[nH]c2c1	2.2	-3	0	24	1.2	-2	8	-0.17	8
CC(C)N(Cc1cn(C)nc1-c1cccc(Cl)c1)Cc1nccn1C	-1.4	-2	/	1	1.9	-1	/	-0.29	8
Cc1cc(C(=O)Nc2cnn(Cc3ccc(Cl)cc3Cl)c2)no1	2.0	-3	-14	-1	0.7	0	1	-0.88	11
CCc1cc2cc3c(cc2nc1SCC(=O)Nc1nccs1)OCO3	0.0	3	-14	2	-2.7	6	1	0.78	8
C/C(=N\NC(=O)NC1CCCCC1)C1CCCCC1	0.6	-1	-6	9	1.2	22	1	0.19	15
CC(C)NC(=O)COC(=O)c1cc(=O)[nH]c2ccccc12	0.0	4	10	-2	-2.7	4	7	0.37	7
COc1ccc(OC)c(NC(=O)CNC(=O)Cn2c(C)cc3ccccc3c2=O)c1	-0.3	-8	-27	0	-0.2	-2	-3	-0.096	-3
Cc1cc(NC(=O)c2cc([N+](=O)[O-])ccc2Cl)no1	-1.0	-8	1	19	1.8	-2	/	-0.0031	8
O=S(=O)(NCc1ccccn1)c1ccc2c(c1)OCCO2	0.1	1	-13	-1	-0.1	5	-1	0.39	17
O=c1oc2ccccc2cc1-c1nc(-c2cccs2)cs1	0.6	33	26	1	-9.6	2	-2	-0.034	13
O=C(CN(C(=O)CNS(=O)(=O)c1ccccc1)C1CCCC1)NCC1CCCO1 (stereo not drawn)	-0.2	-6	25	2	0.8	4	8	0.44	11
CC(C)Sc1nc2c(c(=O)n(C)c(=O)n2C)n1Cc1ccc(Cl)cc1	0.1	-6	-22	1	-1.8	5	1	-0.031	0
Cc1ccc(S(=O)(=O)CCC(=O)OCc2ccc(S(=O)(=O)C(C)C)cc2)cc1	1.8	-3	-30	-7	0.4	-8	5	-1.7	-11
CCOC(=O)C(=O)N/N=C/c1ccc(F)cc1	-0.1	5	0	4	1.1	-2	3	1.1	8
O=C(Cn1cc(C(F)(F)F)ccc1=O)NC(c1ccccc1)c1ccccc1	-0.1	1	-13	3	0.0	4	9	-1.4	10
O=C(Cc1cccs1)Nc1ccccn1	-0.5	-3	-4	5	3.9	0	/	-0.11	18
Cc1cc(C)cc(OCC(=O)NNC(=O)CN2C(=O)c3ccccc3C2=O)c1	0.9	85*	54*	0	2.0	3	-12	1.2	3
Cc1nnc2ccc(-c3cccc(NC(=O)c4ccc(Br)o4)c3)nn12	23	-6	-4	25	-4.5	-3	9	-0.62	-6
O=C(NCCN1CCOCC1)C1CCC(CNS(=O)(=O)c2ccc(Cl)cc2)CC1 (stereo not drawn)	0.7	-10	-18	-1	0.6	0	4	0.085	3
Cc1cc(NC(=O)c2cnn3cccnc23)n(-c2ccccc2)n1	78*	2	2	24	-7.3	0	-7	-0.12	10
CC(C)CC(=O)Nc1ccc(C(=O)Cn2nc(C(=O)O)c3ccccc3c2=O)cc1	1.6	-3	-8	27	0.6	-3	5	-0.73	-2
COc1cc(NC(=O)CN2C(=O)CN(C)C2=O)c(C)cc1[N+](=O)[O-]	1.5	0	-1	-15	1.7	-3	5	0.94	3
Cc1ccc(N=Cc2cc(C)n(C3CCCC3)c2C)cc1	0.0	-5	18	1	-2.8	-4	1	0.0099	0
CCN(CC)S(=O)(=O)c1ccc(C(=O)N(c2ccccc2)C2C=CS(=O)(=O)C2)cc1 (stereo not drawn)	0.0	0	2	-11	0.5	5	0	-1.5	16
O=C1C2C3c4ccccc4C(c4ccccc43)C2C(=O)N1c1ccncc1 (stereo not drawn)	-2.7	-3	3	12	-0.1	3	-7	0.83	11
CCC(NC(=O)NNC(=O)c1ccncc1)(C(F)(F)F)C(F)(F)F	-0.4	0	2	16	-0.8	2	6	-0.039	11
Cc1ccc(-c2cc(-c3ccc4c(c3)OCO4)c(C#N)c(N)n2)o1	0.8	-1	-21	21	-16	2	-8	-0.32	2
O=C(CNC(=O)c1ccccc1)NCC(=O)OCc1ccc(Cl)cc1	-0.4	-3	-12	-1	-2.5	-10	-9	1.3	-4
CCOc1ccc2nc(SC(CC)C(=O)Nc3cc(C)on3)sc2c1 (stereo not drawn)	0.2	-12	-16	-8	1.9	-1	-5	-1.5	10
O=C(c1ccc(Cl)cc1)N1CCN=C1c1ccccc1	0.7	-6	-9	1	0.3	2	10	0.31	1
O=C(Nc1cccnc1)c1cc2nc(C3CC3)cc(C(F)(F)F)n2n1	-0.1	-4	3	-7	0.9	-4	13	0.31	9
Cc1cc(OCCCCCN2CCCC2)ccc1Cl	2.0	2	-10	-9	1.7	-5	-55	0.1	-1
CN(Cc1cccs1)C(=O)COC(=O)CNC(N)=O	2.7	-3	-4	23	1.9	2	-2	0.37	-3
CCCCOc1ccc(C(C)NC(=O)C2CCCN(S(=O)(=O)CC)C2)cc1 (stereo not drawn)	1.2	18	19	-1	-0.3	-8	5	/	12
Cc1ccccc1N(CC(=O)N/N=C/c1ccc(N(C)C)cc1)C(=O)c1ccccc1	0.3	-3	-24	10	-0.2	6	0	0.65	9
CCCCCNC(=O)c1cccnc1SCC(=O)Nc1ccccc1OC	2.4	-15	-20	-1	2.7	-7	-115	-1	-2
COc1cccc(-c2cc(C(=O)NCc3ccco3)no2)c1	-0.4	-3	-15	11	0.2	-2	1	-0.74	4
CNC(=O)c1ccccc1Sc1ccccc1CO	0.2	0	4	17	0.9	3	16	-0.029	5
CN1c2ccccc2-c2nc3ccccc3n2C1c1cccs1 (stereo not drawn)	0.9	-7	-29	13	3.6	1	6	-0.44	-18
Cc1nc(CNS(=O)(=O)c2ccccc2F)cs1	/	-1	-6	-5	-0.3	10	-1	0.066	12
O=C1CCC/C1=C/Nc1ccc2c(c1)OCO2	-0.1	9	-27	2	-3.2	-2	-9	/	-1
Brc1ccc(C2=Nn3c(nnc3-c3n[nH]c4c3CCC4)SC2)cc1	-0.3	20	-5	1	-12	7	-1	-0.64	11

(next part)
SMILES	zVAD death inh	Thrombin inh	hK5 inh	Hck Nef HTS	TNF necrop inh	FXIa inh 1536	Rad51 HR inh	Cl transport mod	FXIIa inh
O=C(CCCOc1ccccc1)NC(=S)Nc1ccccc1	1.0	-7	-2	27	-0.2	4	-4	1.8	7
O=[N+]([O-])c1ccc(-c2ccc(/C=N/Nc3nc(N4CCCC4)nc(N4CCCC4)n3)o2)cc1	2.2	-1	/	1	-15	1	/	0.96	4
COc1ccc(/C(C)=C(\C#N)C(=O)OC(C)C)cc1OC	0.1	0	-6	6	-1.1	8	-3	-0.026	12
NC[C@H]1O[C@H](O[C@H]2[C@H](O)[C@@H](O[C@H]3O[C@H](CO)[C@@H](O)[C@H](N)[C@H]3O)[C@H](N)C[C@@H]2N)[C@H](N)C[C@@H]1O	1.8	2	-6	-2	2.7	11	3	0.34	16
O=C(NNC(=O)c1ccccc1-n1cccc1)c1ccc(Cl)cc1	-0.3	1	-8	-4	-1.0	-1	2	0.51	10
Oc1ccc(Cl)cc1CNc1ccc(Br)cn1	0.1	-5	-1	3	2.7	3	3	/	6
O=C(Nc1nc(-c2cc(Cl)sc2Cl)cs1)c1ccccc1	0.3	6	-4	6	-3.4	6	-1	0.93	14
COc1cccc(C(=O)Nc2c(C(N)=O)oc3ccccc23)c1	5.4	39	33	22	-4.5	20	-5	-0.75	19
COCCn1c(Cc2ccccc2)nnc1SCC(=O)N1CCCCC1C (stereo not drawn)	0.9	1	1	-4	0.9	0	-4	-0.73	6
O=C(NC1CCCCC1)C1CCCN(S(=O)(=O)c2cccc3cccnc23)C1 (stereo not drawn)	0.3	1	-2	9	0.4	-1	13	-0.15	8

Screening data as filed in PubChem.

Not all compounds are listed, so the mix of outcomes need not match the whole.
